# CHT allo act – CHT positive allosteric modulators, primary screen, cell-based, membrane potential dye, choline EC20; High affinity choline transporter 1 (Homo sapiens), Q9GZV3; CHT-expressing cells; stronger effect = higher value; LV-AA mutant CHT in HEK293 cells; B-score at 10 µM; 310,000 compounds, 0.49% hits; AID 488977, 2010;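 active = initial fluorescence not abnormally high and integrated response B-score, plate-corrected, over 3 SD above library mean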
# Target sequence (Q9GZV3 whole entry, looked up): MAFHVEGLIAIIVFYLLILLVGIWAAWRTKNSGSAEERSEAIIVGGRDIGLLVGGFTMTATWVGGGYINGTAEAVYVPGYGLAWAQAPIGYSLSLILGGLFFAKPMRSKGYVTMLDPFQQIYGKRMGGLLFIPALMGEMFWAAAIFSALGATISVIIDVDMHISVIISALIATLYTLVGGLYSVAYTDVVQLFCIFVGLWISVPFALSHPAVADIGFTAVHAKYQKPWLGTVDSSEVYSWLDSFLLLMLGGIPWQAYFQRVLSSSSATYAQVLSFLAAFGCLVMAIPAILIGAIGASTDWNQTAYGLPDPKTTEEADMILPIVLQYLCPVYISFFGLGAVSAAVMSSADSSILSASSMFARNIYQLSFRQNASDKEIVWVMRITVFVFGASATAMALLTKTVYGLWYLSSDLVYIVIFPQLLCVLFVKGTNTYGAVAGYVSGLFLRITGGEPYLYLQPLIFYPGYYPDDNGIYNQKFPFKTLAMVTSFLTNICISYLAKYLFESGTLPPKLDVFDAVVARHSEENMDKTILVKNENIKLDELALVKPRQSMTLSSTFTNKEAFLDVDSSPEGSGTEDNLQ
# OX1R antagonist – OX1R (HCRTR1) antagonists, primary screen, fluorescence, CHO/OX1R cells, Fluo-8 calcium, orexin A; Orexin/Hypocretin receptor type 1 (Homo sapiens), O43613; AID 434989, 2010; Fluo-8 calcium fluorescence; inhibition, % at 5 µM; 330,000 compounds, 0.43% hits;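 active = inhibition above its plate's threshold, mean inhibition of all tested compounds on the plate plus 3 SD, cut at about 37% in these data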;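 also: 0% = orexin A challenge wells and 100% = SB-334867-A antagonist wells; not every result past the cut was called active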
# Target sequence (O43613 whole entry, looked up): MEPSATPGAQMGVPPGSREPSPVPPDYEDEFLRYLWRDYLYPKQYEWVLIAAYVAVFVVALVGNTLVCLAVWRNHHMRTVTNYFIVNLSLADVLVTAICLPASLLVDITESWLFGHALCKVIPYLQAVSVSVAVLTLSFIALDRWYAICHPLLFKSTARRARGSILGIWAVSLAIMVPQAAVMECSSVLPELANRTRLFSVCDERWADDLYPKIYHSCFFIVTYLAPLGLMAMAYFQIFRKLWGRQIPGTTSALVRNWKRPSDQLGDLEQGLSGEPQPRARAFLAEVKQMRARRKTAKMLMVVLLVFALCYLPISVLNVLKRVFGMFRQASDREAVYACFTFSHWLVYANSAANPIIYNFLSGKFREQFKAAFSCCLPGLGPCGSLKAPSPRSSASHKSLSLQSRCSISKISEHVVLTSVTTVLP
# The depositor's hits bear a star; i = inactive; x = not tested or not shown.
SMILES,CHT allo act,OX1R antagonist
COc1ccc(C(=O)NC2CCCCCC2)cc1OC1CCN(C(C)=O)CC1,i,-19
CSc1cc(-c2ccccc2)n(Cc2ccccc2Cl)c(=O)c1C#N,i,-9
COc1ccccc1-c1ccc(Nc2cccc(C(C)=O)c2)nn1,i,-8
O=C(CCCN1C(=O)S/C(=C/c2ccccc2)C1=S)Nc1ccc(C(=O)O)cc1,i,-5
COc1ccc(CC2(CO)CCN(Cc3cccnc3)CC2)cc1,i,-20
CCCCCCSc1ccc(-c2nc3ccccn3c2NCCCC)cc1,i,-49
CCOc1ccccc1NC(=O)COc1coc(CN2CCc3ccccc32)cc1=O,i,-17
CCc1ccccc1OCCOc1ccc(C)cc1OC,i,-30
O=C(NC(=S)Nc1c(Cl)ccc2nsnc12)c1ccccc1F,i,0
COc1ccccc1/C=N/NC(=O)CC(=O)Nc1ccc(Cl)c(Cl)c1,i,-17
O=C(NCc1ccccc1C(F)(F)F)C12CN(Cc3ccccc3)CC1C(c1ccc([N+](=O)[O-])cc1)=NO2 (stereo not given),i,-24
COC(=O)c1ccccc1S(=O)(=O)NNC(=O)C12CC3CC(CC(C3)C1)C2,x,0
CN1CCN(C2=Nc3cc(F)ccc3Cc3ccccc32)CC1,i,-16
COc1ccc(NC(C)=[N+](C)CCNS(=O)(=O)c2ccc(Cl)cc2)cc1Cl,i,-13
COc1ccc(-c2nc(C#N)c(NCc3cccnc3)o2)cc1OC,i,6
COc1ccc(NC(=O)CSc2ccc(-c3sc(C)nc3C)nn2)cc1,i,-12
CCCCN(C)C1CCN(C(=S)Nc2ccc(OC)cc2)CC1,i,-6
CCN(CC)CCNC(=O)Cn1nc(Cc2cccnc2)c2ccccc2c1=O,i,-17
CCOc1ccc2oc(C(=O)NCC(C)(C)CN(C)C)c(C)c2c1,i,-30
CCCn1cccc(C(=O)Nc2ccc(OC)cc2)c1=O,i,-34
O=C(O)c1ccccc1N=N/C(=N/Nc1cc(S(=O)(=O)O)ccc1O)c1ccccc1,x,-9
Cn1nc(-c2ccccc2)cc1NC(=O)Nc1ccc(C(C)(C)C)cc1,i,-28
NC(=O)c1cc(-c2csc(-c3cccnc3)n2)ccc1O,i,-32
Cc1ccc(CNC(=O)Cn2cccc2C(=O)c2ccccc2)cc1,i,-18
CC(C)(C)[C@H]1C=C(C(=O)N2CCOCC2)O[C@@H](OCCCCO)C1,i,-14
# Next part:
SMILES,CHT allo act,OX1R antagonist
Nc1ccc(N2CCCCCC2)cc1,i,-24
O=C(OCC(=O)N1CCOCC1)c1ccc(Cl)c(S(=O)(=O)N2CCc3ccccc32)c1,x,-29
O=C1CCCCC1C(=O)c1cn(-c2ccc(Cl)c(Cl)c2)nn1 (stereo not given),i,-10
Cc1csc2c(N3CCN(C(=O)c4ccc(C(C)(C)C)cc4)CC3)ncnc12,i,27
Cc1onc(-c2c(Cl)cccc2Cl)c1C(=O)NC(=S)Nc1sc2c(c1C(N)=O)CCC(C)C2 (stereo not given),i,-6
CC1(C(=O)CSc2n[nH]c(-c3ccccc3Cl)n2)CCC(=O)O1 (stereo not given),i,15
CC(C)(C)c1[nH]nc2c1C(c1ccco1)C(C#N)=C(N)O2 (stereo not given),i,-6
O=C(Nc1ccc(S(=O)(=O)Nc2ccccc2)cc1)C1CC1,i,x
COC(=O)[C@@]1(Cc2ccc(OC)cc2)[C@H]2c3cc(C(=O)N(C)C)n(Cc4ccc(OC(F)(F)F)cc4)c3C[C@H]2CN1C(=O)c1ccccc1,i,-20
Cc1ccc2nc(N3CCOCC3)c(C=O)c(=O)n2c1,i,-4
Cc1c(NC(=O)CSc2nc3c(cnn3-c3ccccc3)c(=O)[nH]2)c(=O)n(-c2ccccc2)n1C,i,-9
Cc1ccc(Cl)cc1N(C)C(=O)Cn1ncc2c([nH]c3ccccc32)c1=O,i,-2
CC(C)C(c1nnnn1Cc1ccco1)N1CCN(c2nc3ccccc3s2)CC1 (stereo not given),i,-9
O=C(NCc1cccnc1)C1CCN(S(=O)(=O)c2cccnc2)CC1,i,0
CC(=O)OCCOc1nc(N(C)C)nc(N(C)C)n1,i,-14
COCCNC(=S)N1CCOCC1,i,-1
CCCC(C(=O)NCc1ccco1)N(C(=O)CNS(=O)(=O)c1ccccc1)c1ccc(OC)cc1 (stereo not given),i,-27
CCOC(=O)c1c(NC(=O)CSC2=NN3CCCC(=O)N=C3S2)sc2c1CCCCC2,i,-18
CCOc1ccc(CN2CCN(Cc3cc4c(cc3Cl)OCO4)CC2CCO)cc1 (stereo not given),i,-17
Cc1ccc(/C=C/C(=O)O)cc1S(=O)(=O)N(C)CCO,i,18
CCn1c(SCCC#N)nnc1-c1ccncc1,i,10
O=C(COC(=O)C1CCCC1)Nc1cccc(Cl)c1Cl,x,-4
Cc1ccc(NC(=O)CCn2c(=O)oc3ccccc32)cc1,i,-13
COc1ccc(Cl)cc1S(=O)(=O)Nc1ccncc1,i,-17
CCc1cc(C(=O)COc2ccccc2F)c(O)cc1O,i,-2
# The listing continues:
SMILES,CHT allo act,OX1R antagonist
COc1ccc(-c2noc(Cc3cccs3)n2)cc1,i,-2
CCOC(=O)c1cc(C#N)c(SCC(=O)OC)[nH]c1=O,i,-1
CCOC(=O)NC1(NC2CCCCC2)Oc2ccccc2O1,i,-28
CC(NC(=O)Nc1ccc([N+](=O)[O-])cc1)C(c1cccs1)N1CCCC1 (stereo not given),i,-21
O=C(NC1CC1)c1cc(-c2ccccn2)nc2ccccc12,i,-5
CNC(C)C(=O)NC(C(=O)N1CCCC1C(=O)Nc1ccc2ncccc2c1)C(C)C (stereo not given),x,15
Cc1cc(SCC(N)=O)nc(SCC(=O)c2ccccc2)n1,i,-16
CN(C(=O)c1c(Cl)cnn1C)C12CC3CC(CC(C3)C1)C2,i,-16
Cc1csc(NC(=O)c2ccc(C)c(S(=O)(=O)N3CCOCC3)c2)n1,i,-23
CC(C)c1ccc(CNc2ccc(N3CCOCC3)cc2)cc1,i,-23
O=C(CCN1CCN(c2ccccc2F)CC1)Nc1cccc(F)c1,i,-33
CSCC[C@H](NC(=O)[C@H](Cc1ccccc1)n1c(=O)[nH]c2ccccc2c1=O)C(=O)NCC1CCC(C(=O)O)CC1 (stereo not given in full),i,-4
CC(=O)Nc1ccc2nc(CN3CCN(CC(C)C)C(CCO)C3)ccc2c1 (stereo not given),i,-13
O=C(OCC(=O)c1c[nH]c2ccccc12)c1cc2ccccc2cc1O,i,4
O=C(COC(=O)c1ccc([N+](=O)[O-])o1)NC1CCS(=O)(=O)C1 (stereo not given),i,-10
CCCCCC(=O)Nc1cccc(S(=O)(=O)NC2=NCCCCC2)c1,x,-20
CN(C)C(=O)CCc1ccc2c3c([nH]c2c1)[C@]1(CCC2CCCC2)[C@@H](C(=O)N2CCOCC2)C[C@H](CC(=O)NCCCn2ccnc2)C(=O)N1CC3,x,-10
COc1ccc(-c2cc(=O)oc3cc(OC(C)C(=O)NCCCn4ccnc4)ccc23)cc1 (stereo not given),i,-4
c1cn(CCCNc2ncnc3nc[nH]c23)cn1,i,6
NC(=O)C1CCN(c2cc(Cl)ccc2[N+](=O)[O-])CC1,i,-17
Cc1ccc(S(=O)(=O)N(CC(=O)Nc2cccc([N+](=O)[O-])c2)Cc2ccc(Cl)cc2)cc1,i,-11
Cn1c(=O)c2c(nc(CN3CCN(C(=O)c4ccco4)CC3)n2Cc2ccccc2)n(C)c1=O,i,-17
Cc1cc(N2CCOCC2)nc(SCC(=O)OCc2ccccc2)n1,i,-21
CN(C)c1ccc(C(C(=O)NC(C)(C)C)N(C(=O)c2csnn2)C2CC2)cc1 (stereo not given),i,-16
O=S(=O)(NCc1ccccc1Cl)c1ccc(-n2cccn2)cc1,i,17

# A portion of the results above, as a working copy:
SMILES,CHT allo act,OX1R antagonist
COc1ccc(-c2noc(Cc3cccs3)n2)cc1,i,-2
CCOC(=O)c1cc(C#N)c(SCC(=O)OC)[nH]c1=O,i,-1
CCOC(=O)NC1(NC2CCCCC2)Oc2ccccc2O1,i,-28
CC(NC(=O)Nc1ccc([N+](=O)[O-])cc1)C(c1cccs1)N1CCCC1 (stereo not given),i,-21
O=C(NC1CC1)c1cc(-c2ccccn2)nc2ccccc12,i,-5
CNC(C)C(=O)NC(C(=O)N1CCCC1C(=O)Nc1ccc2ncccc2c1)C(C)C (stereo not given),x,15

# Additional records
SMILES,CHT allo act,OX1R antagonist
Cc1ccc(C)c(Cn2cnc3c(cnn3C(C)(C)C)c2=O)c1,i,-26
NC(N)=NS(=O)(=O)c1ccc(NC(=S)NC(=O)c2ccccc2)cc1,i,-6
COc1n[nH]c(C(=O)Nc2nc3ccccc3s2)c1[N+](=O)[O-],i,-13
O=C(O)c1ccccc1-c1ccccc1C(=O)Nc1ccc(-c2nc3cc(Cl)ccc3o2)cc1,i,-5
Cc1ccc(S(=O)(=O)/N=C/c2ccc(N(C)C)cc2)cc1,i,-1
O=C(C1CCCO1)N1CCC(O)(c2ccccc2)CC1 (stereo not given),i,-1
COc1nc(C)cc(C)c1S(=O)(=O)c1ccc(Cl)cc1,i,-25
CCOc1ccccc1C1CC(=O)Nc2cc3c(cc21)OCCO3 (stereo not given),i,-4
COc1ccc(N2CCN(S(=O)(=O)c3cc4c5c(c3)C(C)C(=O)N5CCC4)CC2)cc1 (stereo not given),i,-33
Cc1cc2n(n1)SC(Nc1ccccc1)N2 (stereo not given),i,-18
CC(C)CCN1CCC(n2nccc2NC(=O)C2CCOC2)CC1 (stereo not given),i,-11
CC(C)Oc1ccc(C(CCNCc2ccc(O)cc2)c2ccccc2)cc1 (stereo not given),i,x
CC(=O)c1ccc(OCc2cc(C(=O)NCC3CCCCO3)no2)cc1 (stereo not given),i,-24
O=C(COC(=O)C1c2ccccc2Oc2ccccc21)Nc1ccc2c(c1)OCO2,i,4
CCn1c(=O)c(C(=O)NNC(=O)c2ccc(Cl)cc2Cl)c(O)c2ccccc21,i,-15
Cc1ccc(NC(=O)CS(=O)CC(=O)Nc2cccc(C)c2C)cc1F (stereo not given),i,-21
CCOC(=O)c1[nH]nc(-c2c(O)cc(C)cc2O)c1-c1csc(C)n1,i,-15
COc1cc(CC(=O)NCCCc2ccccc2)cc(OC)c1OC,i,-14
CCN(CC(=O)Nc1c(F)cccc1F)C(=O)c1cc2c(cc1Cl)N1CCCCCC1=NS2(=O)=O,i,-2
COc1ccc(-c2nnc(SCC(=O)c3ccc[nH]3)n2-c2ccccc2)cc1,i,-18
O=c1c(O)c(-c2cccs2)oc2ccc(Cl)cc12,i,92*
CCC(c1nnnn1C1CCCC1)N1CCN(c2ccccc2F)CC1 (stereo not given),i,-25
Cn1c(=O)c2c(nc(Oc3ccc4c(c3)OCO4)n2Cc2ccc(Cl)cc2)n(C)c1=O,i,-21
C=C(C)C1CCC(C)=C1COC(=O)Nc1ccccc1 (stereo not given),i,-3
Cc1cccc(C(C(=O)NCc2ccc(F)cc2)N(C(=O)c2csnn2)C2CC2)c1 (stereo not given),i,-31

# Marked active in OX1R antagonist (from the list above):
compound,OX1R antagonist
O=c1c(O)c(-c2cccs2)oc2ccc(Cl)cc12,92*

# New compounds follow.
SMILES,CHT allo act,OX1R antagonist
COc1ccccc1CNC(=O)/C=C/C(=O)O,i,-18
COc1ccc(NC(=O)C(=O)c2cn(CC(=O)N3CCCC3)c3ccccc23)c(OC)c1,i,-21
Cn1c(SCC(=O)Nc2ccc3[nH]c(=O)[nH]c3c2)nnc1-c1ccc(F)cc1,i,14
CCC(C)NC(=O)CC1Oc2ccc(C)cc2NC1=O (stereo not given),i,-11
CN1CCN(C(=O)c2cnn(-c3ccccc3)c2NC(=O)c2ccc([N+](=O)[O-])cc2)CC1,i,-11
Cc1nc2nc(SCC(=O)N3CCOCC3)nn2c(C)c1Cc1c(F)cccc1Cl,i,-30
O=C(Nc1cccc(Cl)c1)Nc1ccc(Cl)cn1,i,-19
CCCCOc1ccccc1Cn1c(=O)oc2ccccc21,i,-28
O=C(NN=C1CCC(=NNC(=O)c2cccnc2)CC1)c1cccnc1,i,-6
CC(=O)Nc1cccc(OCCCNC(=O)C2CCC2)c1,i,0
CC(C)N(C(=O)Cn1c(SCC(=O)N2CCN(c3ccccc3)CC2)nc2ccccc21)C(C)C,i,-8
C=CCn1c(SCC(=O)c2ccc(O)c(O)c2)nnc1-c1ccc(OC)cc1,x,-25
O=C(NNC(=O)c1ccccc1-n1cccc1)c1cncc(Br)c1,x,-8
Oc1ccc(Cl)cc1CNCc1ccc(F)c(F)c1,i,1
C=CCN(CC=C)CCOc1ccccc1,i,-4
CCCc1ncc(CN2CCCCC2C(=O)Nc2ccc(Oc3ccccc3)nc2)cn1 (stereo not given),i,-38
COc1cccc(NC(=S)N(CCC(C)C)C(C)c2ccncc2)c1 (stereo not given),i,-5
CC(C)(C)SCCNS(=O)(=O)c1ccc(F)cc1,i,-13
S=C(NC1CCCCC1)N1CCOCC1,i,-2
O=C(/C=C/c1cccs1)Nc1cccnc1,i,0
CCn1nnnc1Oc1ccc(Cl)cc1,i,-10
COC(=O)C1=CN(c2cccc(C(F)(F)F)c2)C=C(C(=O)OC)C1c1ccc(O)c(OC)c1,i,-44
C=CCN(c1ccc(F)cc1)S(=O)(=O)c1cc(C(=O)NC2CCC(O)CC2)ccc1Cl (stereo not given),x,-22

# Compound profiles, from the list above. Values in the order: CHT allo act	OX1R antagonist
# COC(=O)C1=CN(c2cccc(C(F)(F)F)c2)C=C(C(=O)OC)C1c1ccc(O)c(OC)c1 reads i	-44
# Oc1ccc(Cl)cc1CNCc1ccc(F)c(F)c1 reads i	1
# Cn1c(SCC(=O)Nc2ccc3[nH]c(=O)[nH]c3c2)nnc1-c1ccc(F)cc1 reads i	14
# COc1ccc(NC(=O)C(=O)c2cn(CC(=O)N3CCCC3)c3ccccc23)c(OC)c1 reads i	-21

# Screens (PubChem)
